PKA-R1A act = PKA-R1A complex activation; P00514+P68181; PKA-R1A dissociation, Cy5-IP20 fluorescence polarization; scaled: DMSO 0%, 113 µM cGMP 100%; activation, % at 11.4 µM; 340,000 tested, 0.083% active; AID 504707;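 active = percent activation above the mean of all tested compounds plus 3 SD, cut at about 19% in these data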;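 note: higher means more PKAc released from R1A so a rise in polarization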
PKA-R2B act = activates the human PKA-R2B holoenzyme complex; 340,000 tested, 0.079% active; activation, % at 11.4 µM; P22694+P31323; AID 504700; PKA-R2B holoenzyme dissociation, Cy5-IP20 fluorescence polarization; R2B truncated from residue 108, S112A mutant; 0% DMSO only, 100% 113 µM cGMP;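 active = activation above a cutoff set at the mean over all compounds plus 3 SD, cut at about 18% in these data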;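 note: higher means more holoenzyme dissociation and a rise in polarization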
Target sequence (P31323 whole entry, looked up, other chains not shown, the tested form may be a part): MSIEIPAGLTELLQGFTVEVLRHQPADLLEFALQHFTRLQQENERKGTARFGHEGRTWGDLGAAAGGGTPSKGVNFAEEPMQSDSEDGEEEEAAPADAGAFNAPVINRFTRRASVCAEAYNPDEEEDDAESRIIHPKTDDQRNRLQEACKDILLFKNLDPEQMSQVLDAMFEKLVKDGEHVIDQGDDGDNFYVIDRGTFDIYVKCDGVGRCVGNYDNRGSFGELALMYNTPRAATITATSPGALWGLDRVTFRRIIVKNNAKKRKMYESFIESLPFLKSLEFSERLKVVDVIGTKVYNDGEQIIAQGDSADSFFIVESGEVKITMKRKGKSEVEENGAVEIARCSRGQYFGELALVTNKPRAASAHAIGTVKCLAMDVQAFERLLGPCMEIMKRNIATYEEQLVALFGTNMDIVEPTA
MOR-DOR inv ag = inverse agonists of human mu-delta opioid receptor heterodimerization; P35372+P41143; cell-based MOR-DOR heterodimer luminescence, inverse agonism; inhibition, % at 9.3 µM; 340,000 tested, 0.21% active; AID 504357; in the data active = inhibition above about 22%, passing the limit was not always enough;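 note: 0% = cells with DMSO and 100% = wells without cells with DMSO; values of inactives mirror those of a sister screen read the other way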
AddAB inh = less growth of phage-infected E. coli with AddAB; E. coli expressing H. pylori AddAB, absorbance growth; inhibition, % at 11.9 µM; 330,000 tested, 0.29% active; AID 435030; in the data active = inhibition above about 12%;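 note: 0% = vehicle wells of infected cells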
phage Ecoli inh = E. coli growth loss with phage present. growth absorbance. inhibition, % at 11.9 µM. 360,000 tested, 0.26% active; in the data active = inhibition above about 11%
Tat transport = inhibitors of E. coli Tat protein transport. inhibition, % at 10 µM. E. coli MC4100 TorA-mCherry Tat export, fluorescence. 340,000 tested, 0.036% active. AID 488895;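 active = mean replicate inhibition at least 50% and at least half of replicates individually reaching 50%; inconclusive = only one of the two criteria met; inactive = neither criterion met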;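 note: exported cargo escapes ClpAP degradation while cytoplasmic cargo is degraded and loses fluorescence; 0% = median of neutral control wells and 100% = median of NaSCN control wells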
MOR-DOR ag = agonists of human mu-delta opioid receptor heterodimerization. AID 504326. 340,000 tested, 0.3% active. P35372+P41143. cells, OPRM1-OPRD1 heterodimerization, luminescence. activation, % at 9.3 µM; in the data active = activation above about 18%;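 note: 0% = vehicle-treated cells and 100% = reference agonist; values of inactives mirror those of a sister screen read the other way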
SUMO Mot1 rescue = inhibitors of SUMOylation pathway: yeast Mot1-301 growth rescue; growth rescue, % at 18.8 µM; 320,000 tested, 1% active; S. cerevisiae Mot1-301 growth rescue, ATP luminescence, 38.5C; percent above DMSO median, 100 means doubled; AID 2716;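 active = every valid replicate shows activation above 250% relative to neutral control wells; inactive = the rest, any valid replicate at or below 250%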;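 note: OY570 slx delta 5 strain wells were the positive control but not used for scaling; some compounds called inactive have numbers as strong as hits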
Ecoli viability = bacterial growth inhibition, counter-screen for AddAB inhibitors; E. coli V3065 growth, OD600 absorbance, 18 h; inhibition, % at 11.9 µM; 330,000 tested, 0.27% active;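 active = inhibition above the campaign's mean inhibition across all tested compounds plus 3 SD, cut at about 9.9% in these data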;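 note: uninfected addAB+ strain grown without phage in ampicillin broth; 0% = DMSO wells and 100% = ciprofloxacin 0.95 µg/ml wells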
HTR5A inv ag = counter-screen for OPRM1-OPRD1 inverse agonists: human HTR5A inverse agonism. AID 504634. 340,000 tested, 0.083% active. inhibition, % at 9.3 µM. HTR5A cell line, luminescence; in the data active = inhibition mostly above about 23%, no sharp cut-off; inactive = mostly below about 18%;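 note: 0% = cells with DMSO and 100% = no-cell wells with DMSO; some compounds called inactive have numbers as strong as hits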
Target sequence (P47898 whole entry, looked up): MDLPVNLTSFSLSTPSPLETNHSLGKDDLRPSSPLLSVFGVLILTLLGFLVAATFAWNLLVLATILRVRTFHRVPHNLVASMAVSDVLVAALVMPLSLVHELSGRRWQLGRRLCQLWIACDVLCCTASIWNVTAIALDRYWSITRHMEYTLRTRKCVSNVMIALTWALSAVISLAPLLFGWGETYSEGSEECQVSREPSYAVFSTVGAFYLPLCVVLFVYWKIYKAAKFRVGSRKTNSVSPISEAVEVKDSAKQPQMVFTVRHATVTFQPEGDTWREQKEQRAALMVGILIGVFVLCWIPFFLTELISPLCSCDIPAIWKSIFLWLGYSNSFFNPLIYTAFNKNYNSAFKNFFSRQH
PfHsp90 yeast 2 = inhibits growth of yeast expressing Plasmodium falciparum Hsp90. inhibition, % at 9.4 µM. S. cerevisiae expressing PfHsp90, BacTiter-Glo ATP, 48 h; yeast lacking PDR1 and PDR3 efflux regulators. 310,000 tested, 0.32% active;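 active = every replicate shows inhibition above about 80%, whatever the replicate mean, limit read from the data; inconclusive = mean inhibition reaches the set limit but some replicate falls short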;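 note: 0% = DMSO neutral controls and 100% = 20 µM radicicol positive controls; yeast relying on Plasmodium falciparum Hsp90 in place of its own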
Numbers without * were called inactive; ? = inconclusive; · = no result given.

SMILES	PKA-R1A act	PKA-R2B act	MOR-DOR inv ag	AddAB inh	phage Ecoli inh	Tat transport	MOR-DOR ag	SUMO Mot1 rescue	Ecoli viability	HTR5A inv ag	PfHsp90 yeast 2
CCCn1c(SCC(=O)N(CC)CC)nnc1-c1ccncc1	-6	-1	-9	1.0	4.4	26	1.8	·	1.3	-1	-17
OCC1(CCOc2ccccc2)CCN(Cc2cc(Cl)ccc2O)CC1	-3	-4	-29	5.0	3.3	-8	6.1	426	3.5	-16	9
O=C(CSc1nc(-c2ccco2)cc(C(F)(F)F)n1)Nc1cccnc1	-4	-5	-5	1.0	0.7	-11	0.8	-16	0.1	-4	19
CCOc1c2ccc(C(=O)NCCCCc3ccccc3)cc2nn1C	-8	-6	12	4.2	1.0	-3	-2.1	10	3.8	-19	18
Cc1ccc(NC(=S)NCc2ccc(F)cc2)c(C)c1	-8	-4	8	-0.6	3.3	-13	-1.6	6	-0.6	24	18
CN1CCC(=NNC(=O)COc2ccc(Cl)cc2)CC1	9	5	-2	4.8	5.0	-4	0.3	139	-0.4	-5	-14
Cc1ccccc1N1CCN(C(=O)c2cc(C3CC3)nn2-c2ccccc2)CC1	-1	2	-16	1.9	0.1	10	3.8	3	1.6	-4	-25
O=C(COC(=O)C1CC1)NCc1ccccc1Cl	-1	-6	8	-2.0	1.7	2	-1.4	·	-2.1	18	-12
CCSc1nc2ccccc2n1CC(=O)O	-5	-8	12	3.0	4.4	0	-2.5	2	4.1	-4	3
CN(C)S(=O)(=O)N1CCC(Oc2cccc(C(=O)NCCCC3CCCC3)c2)CC1	5	-5	-7	3.4	0.6	3	1.4	·	-3.1	7	-29
CCCC(=O)Nc1ccc(NC(=O)c2ccccn2)cn1	2	-2	10	-1.4	0.9	?	-1.9	·	-1.6	0	3
O=C1C=C(Nc2ccccc2C(=O)O)c2ccccc2C1=O	-9	8	-24	-5.9	-1.7	-2	4.6	-19	-3.7	24	6
Cc1ccc(NC(=O)Nc2ccc3c(c2)OCO3)nc1	8	-1	-35	-0.8	3.1	-11	4.8	191	1.1	14	·
CCS(=O)(=O)c1ccc2oc(SCC(=O)NC34CC5CC(CC(C5)C3)C4)nc2c1	5	-9	5	-1.0	2.0	3	-1.1	-9	0.2	4	7
Cc1cccc(C(C)(C)C)c1OCCOCCN1CCCC1	9	4	4	3.3	2.0	1	-0.7	1	0.0	-6	-11
O=C(CCNc1ccccc1)c1ccc2c(c1)OCO2	0	-2	9	2.0	1.1	4	-1.6	-6	-2.1	-15	·
COc1ccc(N(CC(=O)NCCc2ccccc2)C(=O)c2csnn2)cc1OC	7	4	8	5.8	1.4	1	-1.5	7	-0.1	11	19
C/C(=N\NC(=O)c1ccc(N2CCCC2=O)cc1)c1ccccc1	4	8	-5	0.6	-0.6	-1	0.6	-2	-0.1	-19	33
Cc1nc2ncccn2c1-c1csc(NCc2ccco2)n1	3	6	-8	-0.8	2.1	-8	1.4	-10	0.7	11	·
C/C=C(/C)C(=O)Nc1cccc(C2=NOC3(C2)C[C@@H](C(N)=O)N(C(=O)CC(c2ccccc2)c2ccccc2)C3)c1 (stereo not given in full)	3	6	10	1.9	0.8	-7	-1.9	-20	-1.5	-5	-10
COc1ccc(OC)c2c1sc(=NC(=O)c1ccco1)n2C	2	-7	-3	-3.0	2.0	0	0.6	8	1.2	-48	-13
O=C1c2ccccc2C(=O)N1CCCc1nc(-c2ccccc2)no1	-6	-9	11	-1.4	2.1	-2	-2.1	-11	2.3	20	-11
COc1ccc(C(C)=O)cc1COC(=O)c1cccnc1Cl	-2	-3	-14	1.1	1.0	2	1.7	-7	-0.8	2	5
Cc1nc2cc(-c3ccccc3)sc2c(=O)n1N	5	16	-4	4.2	4.6	1	0.7	-77	3.4	-3	56
O=C1NCCN1Cc1ccc(F)cc1	-11	-10	8	-0.2	-0.2	0	-1.5	42	-0.6	-12	15
COCCCNc1oc(/C=C/c2ccccc2)nc1C#N	-2	3	5	-3.2	1.3	2	-1.0	2	-1.2	3	4
COCCCn1c(=O)c2sccc2n2c(CCCC(=O)NCc3ccc(OC)cc3)nnc12	1	4	1	0.6	0.5	-2	-0.2	1	-0.8	2	11
CC1(C)SC[C@H](C(=O)Nc2cccc(Cl)c2)N1C=O	-5	5	20	2.0	2.7	-8	-3.8	-1	-1.1	-16	6
CCOc1ccc(NS(=O)(=O)c2ccc3[nH]c(=O)[nH]c3c2)cc1	-6	1	7	1.5	1.5	-4	-1.4	-3	-0.8	-9	-13
O=[N+]([O-])c1ccc(Cc2ccccn2)cc1	10	-20	9	0.6	0.0	0	-2.2	-3	-3.5	7	-11
Oc1ccc(N2Cc3ccccc3C2)cc1	-4	-7	-26	-1.1	·	-10	5.7	242	-4.2	7	12
CCc1nnc(SCC(=O)Nc2ccc(NC(C)=O)cc2)n1-n1cccc1	1	-5	14	1.5	-0.1	4	-2.0	-11	-0.6	8	5
Cc1ccc(S(=O)(=O)NC(CC(=O)N2CCc3ccccc32)c2ccco2)cc1 (stereo not given)	-9	-6	7	3.3	1.1	10	-1.7	-20	1.0	-1	-5
Fc1ccc(-c2cn3cc(C(F)(F)F)cc(Cl)c3n2)cc1	3	-8	-62	0.2	4.7	-10	12	8	-0.6	-10	6
O=C(NN1C(=O)NC2(CCCCC2)C1=O)c1cccs1	-4	-6	10	1.7	1.6	-4	-2.6	11	0.2	-8	-15
Cc1ccc(N2CCN(S(=O)(=O)c3cccs3)CC2C)cc1 (stereo not given)	-10	-2	-8	0.3	1.6	12	2.0	59	3.1	-5	21
CCOCCOC(=O)C1=C(C)NC(=O)NC1c1ccc2c(c1)OCO2 (stereo not given)	-2	5	16	2.6	1.4	13	-3.3	4	2.4	-1	22
Cc1cc(C)n2nc(C(=O)NC3CCCc4ccccc43)nc2n1 (stereo not given)	-16	-11	11	1.1	-0.1	-3	-2.0	·	1.6	12	7
CCOc1cc(CC(=O)N[C@@H](CC(C)C)c2ccccc2N2CCCCC2)ccc1C(=O)O	-9	-5	7	4.3	1.8	-6	-1.3	-18	0.5	-38	13
COc1ccc2c(c1)NC(=O)CC(c1ccccc1)=N2	-16	-11	1	1.3	3.3	13	-0.2	-5	0.1	2	-10

2 entries drawn at random from the list so far:
SMILES	PKA-R1A act	PKA-R2B act	MOR-DOR inv ag	AddAB inh	phage Ecoli inh	Tat transport	MOR-DOR ag	SUMO Mot1 rescue	Ecoli viability	HTR5A inv ag	PfHsp90 yeast 2
Cc1ccc(N2CCN(S(=O)(=O)c3cccs3)CC2C)cc1 (stereo not given)	-10	-2	-8	0.3	1.6	12	2.0	59	3.1	-5	21
COc1ccc2c(c1)NC(=O)CC(c1ccccc1)=N2	-16	-11	1	1.3	3.3	13	-0.2	-5	0.1	2	-10

Continuation:
SMILES	PKA-R1A act	PKA-R2B act	MOR-DOR inv ag	AddAB inh	phage Ecoli inh	Tat transport	MOR-DOR ag	SUMO Mot1 rescue	Ecoli viability	HTR5A inv ag	PfHsp90 yeast 2
O=C(CSc1ccc2nnc(-c3ccncc3)n2n1)Nc1ccc2c(c1)OCO2	3	9	3	3.8	1.8	5	-0.5	4	-0.3	-4	9
Cc1cc(C)c2c(c1)-c1cc(C)nn1C(c1ccc3c(c1)OCO3)N2 (stereo not given)	10	-1	-2	2.4	3.4	-3	0.5	-7	-0.8	-3	·
CC(C)=CCN1CCN(Cc2cccnc2)CC1CCO (stereo not given)	-8	1	4	0.8	2.8	5	-0.6	-3	-2.3	5	-1
COC(=O)c1cccc(C23CC4(C2)[C@H](CN(Cc2ccc(-c5ccccc5)cc2)[C@@H]4c2ccccc2)C3c2ccc(Cl)nc2)c1 (stereo not given in full)	-2	-4	19	1.0	1.6	-3	-3.3	-29	-1.5	-4	9
COC(=O)c1cc(C)sc1NC(=O)c1ccco1	-4	4	10	1.6	-0.2	-2	-1.9	21	0.5	-4	-3
COc1cccc(-n2c(=O)c3ccccc3n(CC(=O)NCC3CCCO3)c2=O)c1 (stereo not given)	-4	1	7	3.3	2.5	2	-0.9	37	0.1	-27	-19
C=CCC(=O)N1CCCC(C(=O)c2ccc(Cl)cc2)C1 (stereo not given)	-11	-12	10	3.3	0.0	-5	-2.1	-21	-1.9	14	4
Cc1ccc(Nc2cc(C)nc3ncnn23)c(Cl)c1	-7	0	-9	4.7	0.0	-13	1.8	4	-3.3	-14	20
CCOC(=O)c1cnc(SCC(=O)N2CCOCC2)nc1N	-2	-1	20	-0.8	4.1	1	-3.4	0	1.2	0	14
O=C(COc1ccccc1Cl)Nc1ccc(CN2CCOCC2)cc1	-7	-3	4	-0.9	2.6	-2	-1.0	381	0.3	-2	4
CC(C)c1ccc(C(=O)NC(=S)NCc2cccnc2)cc1	8	-12	-2	5.9	5.1	4	0.4	259	7.6	-1	10
CCOc1c(Cl)cc(CNCC(C)C)cc1Cl	-11	2	-11	0.5	2.0	2	2.4	7	-0.2	-19	4
O=C(O)CC1=C(Nc2ccccc2)C(=O)N(c2ccccc2)C1c1ccc(Br)cc1 (stereo not given)	3	0	-2	0.4	2.1	7	0.3	-11	0.5	-6	14

Compounds above containing an aryl thioether with sulfur outside any ring (7):
SMILES	PKA-R1A act	PKA-R2B act	MOR-DOR inv ag	AddAB inh	phage Ecoli inh	Tat transport	MOR-DOR ag	SUMO Mot1 rescue	Ecoli viability	HTR5A inv ag	PfHsp90 yeast 2
CCCn1c(SCC(=O)N(CC)CC)nnc1-c1ccncc1	-6	-1	-9	1.0	4.4	26	1.8	·	1.3	-1	-17
O=C(CSc1nc(-c2ccco2)cc(C(F)(F)F)n1)Nc1cccnc1	-4	-5	-5	1.0	0.7	-11	0.8	-16	0.1	-4	19
CCSc1nc2ccccc2n1CC(=O)O	-5	-8	12	3.0	4.4	0	-2.5	2	4.1	-4	3
CCS(=O)(=O)c1ccc2oc(SCC(=O)NC34CC5CC(CC(C5)C3)C4)nc2c1	5	-9	5	-1.0	2.0	3	-1.1	-9	0.2	4	7
CCc1nnc(SCC(=O)Nc2ccc(NC(C)=O)cc2)n1-n1cccc1	1	-5	14	1.5	-0.1	4	-2.0	-11	-0.6	8	5
O=C(CSc1ccc2nnc(-c3ccncc3)n2n1)Nc1ccc2c(c1)OCO2	3	9	3	3.8	1.8	5	-0.5	4	-0.3	-4	9
CCOC(=O)c1cnc(SCC(=O)N2CCOCC2)nc1N	-2	-1	20	-0.8	4.1	1	-3.4	0	1.2	0	14

Assay outcomes (PubChem BioAssay)
